# PI4K2A inh: inhibitors of human PI4K2A. Q9BTU6. purified PI4K2A, ADP-Glo luminescence, 1 h; hits give low values. activity change, negative = inhibition, % at 76.9 µM. actives 0.13% (n = 420,000). AID 1346378; in the data active = activity change below about -50%; inconclusive = mostly about -30% to -49%;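 note: -100% = wells without enzyme as full effect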
#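 In this quantitative HTS, ADP production by PI4K2A was quantified luminescently after 1 h at ambient temperature; 100 microM adenosine served as plate-quality control.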
# rTrxR1 inhibitor: rat TrxR1 inhibition; O89049; recombinant rTrxR1, NADPH fluorescence consumption, selenite substrate; Potency, µM (series often up to 114 µM), for inactives: top-dose activity change, negative = inhibition, most hits filed as inhibitors; actives 1% (n = 390,000); note: potency is the fitted concentration of half-maximal effect; % is set by controls: 0 for no effect and ±100 for the full control effect; nearly all actives have a fitted effect of over 65% in size
# Target sequence (O89049 whole entry, looked up): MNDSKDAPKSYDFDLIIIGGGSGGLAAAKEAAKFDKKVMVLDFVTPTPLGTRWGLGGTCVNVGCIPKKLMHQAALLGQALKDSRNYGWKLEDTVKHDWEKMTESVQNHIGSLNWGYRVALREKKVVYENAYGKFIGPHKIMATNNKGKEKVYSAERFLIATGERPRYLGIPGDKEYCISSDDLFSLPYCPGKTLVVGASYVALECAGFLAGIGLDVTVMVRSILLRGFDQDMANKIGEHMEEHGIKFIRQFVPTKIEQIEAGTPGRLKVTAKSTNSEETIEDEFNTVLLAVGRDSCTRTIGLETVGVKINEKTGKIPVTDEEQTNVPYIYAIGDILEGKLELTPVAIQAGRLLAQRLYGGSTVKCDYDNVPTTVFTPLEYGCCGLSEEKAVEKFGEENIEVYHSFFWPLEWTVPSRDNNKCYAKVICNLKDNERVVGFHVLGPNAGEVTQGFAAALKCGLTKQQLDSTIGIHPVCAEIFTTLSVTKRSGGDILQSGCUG
#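 Rat TrxR1 (90 nM in the dispensed reagent) was pre-reduced with 400 uM NADPH for 5 min at room temperature, then incubated with compound for 15 min. After 400 uM selenite was added, NADPH fluorescence (Ex 340/Em 450 nm) was followed for 8 min.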
# mIDH1 inhibitor: human IDH1 R132H inhibition. O75874. IDH1-R132H enzyme, NADPH consumption, diaphorase/resazurin fluorescence. Potency, µM (titrated, usually from 76.6 µM), for the others: at the highest dose activity change, negative = inhibition, usual class: inhibitors. actives 0.093% (n = 390,000); note: potency is the fitted concentration of half-maximal effect; % is set by controls: 0 for no effect and ±100 for the full control effect; nearly all actives have a fitted effect of over 65% in size
#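 IDH1-R132H (0.5 ug/mL) preincubated 30 min with compound, then NADPH (0.016 mM) and alpha-KG (2 mM) added; 80 min at RT, pH 7.5. Remaining NADPH coupled via diaphorase/resazurin to fluorescence (540/590 nm); concentration-response curves normalized to no-enzyme control.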
# Tb PGK inh: blocks T. brucei phosphoglycerate kinase; PGK/GAPDH coupled, Kinase-Glo luminescence, 60 min; Potency, µM (titrated, usually from 57.5 µM), inactives show top-dose activity change, negative = inhibition, usual class: inhibitors; actives 0.043% (n = 380,000); AID 602233; note: potency is the fitted concentration of half-maximal effect; % is set by controls: 0 for no effect and ±100 for the full control effect; nearly all actives have a fitted effect of over 60% in size
#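 Recombinant glycosomal PGK reaction used 1,3-bisphosphoglycerate generated in-well by GAPDH (100nM final) in 100mM TEA pH 7.6, 5mM MgCl2, 0.01% Tween-20. After 60 minutes at room temperature, ATP was read by Kinase-Glo Plus luminescence end-point.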
# USP1 inh: blocks the human USP1/UAF1 deubiquitinase complex | O94782 | AID 743255 | Potency, µM (top dose mostly 57.1 µM), for the others: at the highest dose activity change, negative = inhibition, hits mostly inhibitors | actives 0.23% (n = 390,000) | recombinant USP1/UAF1, Ub-Rhodamine cleavage fluorescence; note: potency is the fitted concentration of half-maximal effect; % is set by controls: 0 for no effect and ±100 for the full control effect; nearly all actives have a fitted effect of over 60% in size; inactives centre near -12
#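 USP1/UAF1 complex (1 nM) preincubated 15 min at room temperature with compound, then Ub-Rho substrate (150 nM final) added. Kinetic fluorescence at 480/540 nm over 6 reads at 60 s intervals; 50 mM HEPES pH 7.8, 0.5 mM EDTA, 0.1 mg/ml BSA, 1 mM TCEP, 0.01% Tween-20.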
# TrxR1 substrate: substrates of rat thioredoxin reductase 1; purified TrxR1 substrate turnover, NADPH consumption readout; Potency, µM (highest dose often 114 µM), for inactives: top-dose activity change, negative = substrate turnover; actives 0.01% (n = 390,000); note: potency is the fitted concentration of half-maximal effect; % is set by controls: 0 for no effect and ±100 for the full control effect; nearly all actives have a fitted effect of over 50% in size
#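 Rat TrxR1, dispensed at 90 nM, was prereduced with 400 uM NADPH (final) for 5 min at ~22 deg C, then incubated with compound 15 min before 400 uM selenite. A first-read NADPH fluorescence drop versus no-compound background flagged substrates.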
# GLS inh: blocks human kidney-isoform glutaminase activity | GLS enzymatic activity, qHTS titration | AID 624170 | Potency, µM (highest dose often 45.5 µM), inactives show at the highest dose activity change, negative = inhibition, hits mostly inhibitors | actives 0.21% (n = 410,000); note: potency is the fitted concentration of half-maximal effect; % is set by controls: 0 for no effect and ±100 for the full control effect
#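 Glutamate formation by hKGA was monitored fluorometrically using coupled glutamate oxidase, HRP and Amplex Red. Substrate was added as 1 mM L-glutamine solution; incubation was 30 min at RT after an initial read.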
# HP1b chromo inh: inhibitors of HP1-beta chromodomain binding to methylated histone tails; P83916; AlphaScreen HP1-beta / biotin-H3K9me3 peptide binding; actives 0.56% (n = 390,000); Potency, µM (highest dose often 114 µM), inactives show at the top dose activity change, negative = inhibition, usual class: inhibitors; AID 540317; note: potency is the fitted concentration of half-maximal effect; nearly all actives have a fitted effect of over 70% in size; inactives centre near 23
# Target sequence (P83916 whole entry, looked up): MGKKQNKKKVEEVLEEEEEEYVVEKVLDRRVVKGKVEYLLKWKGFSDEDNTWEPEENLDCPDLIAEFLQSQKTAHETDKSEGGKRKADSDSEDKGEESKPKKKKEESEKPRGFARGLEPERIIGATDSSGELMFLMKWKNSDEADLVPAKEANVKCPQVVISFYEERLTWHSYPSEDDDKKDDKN
#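 HP1-beta protein (50 nM final) preincubated 30 min at room temperature with biotinylated H3(1-18)K9me3 peptide (50 nM) in PBS pH 7.4, 0.01% Tween-20, then compound added for 30 min. AlphaScreen streptavidin donor/nickel chelate acceptor beads (10 ug/mL final), 30 min dark, luminescence read.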
# Pin1 inh: blocks the human prolyl isomerase Pin1 | Q13526 | Pin1 FP peptide displacement, HiFluor488, 10 min | Potency, µM (series often up to 115 µM), without a hit: at the highest dose activity, negative = inhibition, most hits filed as inhibitors | actives 0.009% (n = 390,000); active = well fitted inhibition curve with a large enough effect in the polarisation, with a control signal flat, not every such curve was filed as active; inconclusive = small, poorly fitted or top-dose-only effect, or effect the other way, or a change in a side signal; inactive = no such curve, though single readings can be large or run the other way; the % refers to the polarisation; note: potency is the fitted concentration of half-maximal effect; % is set by controls: 0 for no effect and ±100 for the full control effect
# Target sequence (Q13526 whole entry, looked up): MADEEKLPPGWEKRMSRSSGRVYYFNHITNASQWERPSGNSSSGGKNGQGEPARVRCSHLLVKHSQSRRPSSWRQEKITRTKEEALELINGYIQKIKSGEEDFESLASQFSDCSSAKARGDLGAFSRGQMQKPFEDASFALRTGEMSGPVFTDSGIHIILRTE
# Starred values were filed as active, the others as inactive; i = inactive; ? = inconclusive; . = no result given; & = joins results of further samples; [ ] = dose if it differs, or a comment. Unless noted, calls come from the whole dose curve; as a rule, active = well fitted curve in the direction sought with a large enough effect; inconclusive = small, poorly fitted or top-dose-only effect, or another doubt; inactive = no such curve, though single readings can be large; an effect the other way counts as inactive or inconclusive. Not all compounds are listed; rates above refer to the full screens.
SMILES,PI4K2A inh,rTrxR1 inhibitor,mIDH1 inhibitor,Tb PGK inh,USP1 inh,TrxR1 substrate,GLS inh,HP1b chromo inh,Pin1 inh
COc1ccc(-c2nnc(SCC(=O)NCCC(C)C)nc2-c2ccc(OC)c(OC)c2)cc1OC,0&-3,-1%,-1%&-10%,-9%&-10%,-27%&-22%,-6%,2%&3%,11%&-1%,-3%&1%
CC(Cc1c[nH]c2ccccc12)C(=O)NCc1ccco1 (centres undefined),-1,20%,-9%,?,-2%,2%,?,?,-11%
CCOc1ccc(Br)cc1CSC(=N)N,1,-10%,3%,3%,-3%,-8%,-2%,18%,-4%
CCOc1cc(C(=O)Nc2nnc(S(=O)(=O)N3CCOCC3)s2)cc(OCC)c1OCC,3,-12%,-10%,8%,-15%,-16%,15%,33%,?
CC(=O)c1c(C)[nH]c(C(=O)Nc2cccc(C#N)c2)c1C,3,0%,13%,-2%,?,5%,0%,7%,-2%
COc1ccc(C(=O)Nc2ccc(C)cn2)cc1S(=O)(=O)N1CCCc2ccccc21,0,9%,0%,0%,-10%,-5%,2%,-3%,11%
COc1ccc(CNC(=O)C/C(C)=N/NC(=O)c2ccccc2OC)cc1,-1,20%,1%,-2%,-13%,3%,5%,3%,-15%
COc1ccccc1C(=O)Nc1ccc(S(=O)(=O)N2CCC(C)CC2)cc1,1,16%[57.1 µM],-4%,-6%,-23%,11%[0.0914 µM],-3%,-2%,2%
CC1(C)OC(=O)C2(Cc3ccccc3N3CCC(c4ccccc4)CC32)C(=O)O1 (centres undefined),.,6%,.,.,.,3%,.,-1%[57 µM],3%
CC(C)(C)NC(=O)CN(C(=O)CS(=O)CC(=O)Nc1ccc(F)cc1)c1ccccc1F (centres undefined),-5,-1%,4%,i,-25%,3%,-5%,48%,-11%
CC(=O)Nc1ccc(SCC(=O)Nc2sccc2C#N)cc1,6,18%[57.1 µM],-3%,-8%,?,5%[57.1 µM],15%,15%,12%
COc1cc(C)ccc1OC(C)C(=O)Nc1ccc(N2CCCCC2)cc1 (centres undefined),3,3%,8%,2%,-12%,-3%,2%,-18%,7%
CC(C)(C)NC(=O)NC(=O)COC(=O)c1cccc(S(=O)(=O)N2CCCCC2)c1,0,7%,-2%,1%,-24%,-2%,-1%,25%,2%
CCOC(=O)C1CCCN(c2nc3c(S(=O)(=O)c4ccc(Br)cc4)nnn3c3ccsc23)C1 (centres undefined),0,26%,-3%,-3%,3%,16%,-5%,35%,26%
O=S(=O)(c1ccccc1)N1CCN(c2nnnn2-c2ccccc2)CC1,6,14%,-2%,5%,-11%,6%,-10%,34%,0%
CC(C)(C)C1CCc2c(C(=O)NNC(=O)CCCC(=O)O)csc2C1 (centres undefined),1,-10%,2%,-8%,-12%,-7%,8%,23%,-4%
CCOC(=O)C1(Cc2ccccc2C)CCCN(C(=O)CN2CCCCC2=O)C1 (centres undefined),0,20%,7%,-2%,0%,3%,7%,17%,0%
Cc1cc(C)n2nc(SCC(=O)N3CCC(C)CC3)nc2n1,-1,12%[57.1 µM],-2%,-9%,-13%,12%[57.1 µM],1%,23%,2%
COc1ccc(-c2nc3scc(CCNS(=O)(=O)c4c(C)noc4C)n3n2)cc1OC,-1,12%[57.1 µM],-3%,8%,-23%,-1%[57.1 µM],-13%,33%,0%
CN(C(=O)Cn1c(Cl)nc2c1c(=O)n(C)c(=O)n2C)C1CCS(=O)(=O)C1 (centres undefined),-1,-15%,-5%,-2%,-5%,-13%,0%,0%,-6%
COc1ccc(C(=O)NCC(=O)NCC(=O)OCc2ccc(Br)cc2)cc1,-4,17%,5%,i,-20%,-2%,-17%,32%,0%
Cc1cc(C)c[n+](CC(=O)c2ccc(-c3ccccc3)cc2)c1,-2,4%,8%,-7%,-6%,19%,5%,22%,-1%
CCOC(=O)c1[nH]c(C)c(/C(C)=N\O)c1C,-1,33%,23%,-3%,-8%,8%,0%,-6%,-1%
Cc1ccc2nc(N3CCN(C(=O)CCC(=O)O)CC3)nc(-c3ccccc3)c2c1,2,2%,5%,-6%,-9%,8%,2%,62%[activator],-9%
CCOc1ccc(NC(=O)N2CCN(CC)CC2)cc1,-1,2%[57.1 µM],6%,0%,-2%,7%[57.1 µM],8%,36%,?
O=S(=O)(c1ccccc1)c1nc(-c2ccccc2)oc1N1CCCC1,-1,-50%,3%,-5%,-3%,5%[57.1 µM],-10%,6%,-9%
CN(C)c1ccc(N=c2sc3ccccc3n2C)cc1,-2,17%,13%,-5%,-9%,-8%,75%[activator],10µM*,-6%
COC(=O)c1cc(-c2ccc(Br)cc2)c2c(=O)n(C)c(=O)n(C)c2n1,3,15%,-8%,2%,-20%,4%,0%,48%[activator],0%
CCCC[C@@H]1CNCCN1CCc1cccc(F)c1,0,-6%,15%,-6%,-21%,6%,11%,34%,-1%
COCCNC(=S)N(CCO)Cc1cc2cc3c(cc2[nH]c1=O)OCCO3,-6,-4%,-4%,-3%,1%,37%[activator],11%,32%,7%
Cc1cc(C)c(C(=O)COC(=O)Cn2c(C)csc2=O)cc1C,2,0%,5%,6%,-18%,-6%,-1%,8%,-1%
Cc1c(Cl)c([N+](=O)[O-])nn1CC(=O)N1CCN(Cc2ccccc2)CC1,3,7%,-5%,i,-14%,-3%,0%,-5%,-9%
O=S(=O)(c1cccc(C(F)(F)F)c1)N1CCN(C(=S)NCc2ccco2)CC1,6,-12%,6%,6%,-8%,-11%,16%,-12%,-1%
CCCN1C(=O)c2cc(C(=O)NC3CCCC3)ccc2C1O (centres undefined),-2,3%,1%,0%,4%,-6%,-1%,51%[activator],?
Cc1cccc(C)c1NC(=O)NN1C(C)CCCC1C (centres undefined),4,25%[57.1 µM],10%,0%,-21%,8%[57.1 µM],-3%,13%,-1%
Cc1nc(NS(=O)(=O)c2ccccc2)sc1NC(=O)Nc1ccc(Cl)cc1,-5,-21%,-1%,-8%,-13%,-6%,21%,-9%,-2%
c1csc(-c2nn3cnnc3c3ccccc23)c1,-3,6%[57.1 µM],3%,3%,-16%,7%[57.1 µM],-5%,13%,2%
COC(=O)[C@]1(C)N[C@H](CN(C)S(=O)(=O)c2ccc(F)cc2)[C@@H]2C(=O)N(C)C(=O)[C@@H]21,2,34%,-9%,-12%,-17%,2%,-2%,26%,-4%
O=C1C(=Cc2cccs2)Oc2ccccc21,-1,0%[2.29 µM],3%,4%,7%,-1%[2.29 µM],7%,7%[57 µM],?
CC(C)(C)c1ccc(C(=O)C2CCCN(C(=O)C3CCOCC3)C2)cc1 (centres undefined),2,22%[57.1 µM],1%,i,-4%,1%[57.1 µM],-5%,40%[activator],4%
N#Cc1c(SCC(N)=O)nc2c(c1-c1ccncc1)CCCC2,3,-2%,1%,-9%,-23%,5%,5%,38%,-6%
COC(=O)CSc1nc2nc(C)c(Br)cc2[nH]1,-4,-9%,8%,-5%,3%,-7%,5%,21%,15%
CC(=O)N1CCC2(CC1)OC(=O)C(C)=C2C(=O)Nc1cccc(Cl)c1C,-1,-12%,19%,10%,-24%,-8%,4%,38%,0%
CCOC(=O)CSc1nc2sc3c(c2c(=O)n1-c1ccc(C)cc1)CCN(C)C3,-3,3%,-7%,-3%,-15%,13%,?,8%,3%
NCCCCCc1cn(CC(=O)NCCCCCCCCCCC(=O)N2CCNCC2)nn1,-1,-8%,-12%,3%,-8%,-3%,-3%,19%,-3%
CCN1c2ccccc2-c2nc(SCC(=O)Nc3cccc(C(F)(F)F)c3)ncc2S1(=O)=O,7,21%[57.1 µM],-9%,-3%,?,9%[57.1 µM],-14%,-13%,5%
CC(C)c1nnc(NC(=O)CCC(=O)N2CCN(C3CCCCC3)CC2)s1,0,-23%,1%,-5%,4%,-4%,7%,31%,-6%
CC1CC(C)CN(C(=O)C2CCCN(S(=O)(=O)c3cccc4nonc34)C2)C1 (centres undefined),-1,-13%[57.1 µM],2%,2%,1%,0%[57.1 µM],2%,1%,21%
FCCCOc1ccc(/C=N/OCc2c(Cl)cccc2Cl)cc1,4,11%[57.1 µM],-1%,-5%,-9%,8%[57.1 µM],1%,176%[activator],-3%
Cc1ccc(OCCN2CCN(C(=O)CCC(=O)Nc3nnc(CC(C)C)s3)CC2)cc1,-1,13%,4%,5%,-15%,5%,-3%,28%,1%
COc1cc2[nH]c(=O)n(CCCC(=O)NCc3ccccc3)c(=O)c2cc1OC,-1,15%,20%,-3%,-8%,11%,2%,24%,8%
CCc1ccc(-n2c(=O)c3sc4ccccc4c3n(CC(=O)N3CCCC3)c2=O)cc1,0,9%,3%,-4%,-27%,90%[activator],4%,37%,1%

# Rewritten as labelled records: part of the list above.
structure: CC1CC(C)CN(C(=O)C2CCCN(S(=O)(=O)c3cccc4nonc34)C2)C1 (centres undefined)
  PI4K2A inh = -1	rTrxR1 inhibitor = -13%[57.1 µM]	mIDH1 inhibitor = 2%	Tb PGK inh = 2%	USP1 inh = 1%	TrxR1 substrate = 0%[57.1 µM]	GLS inh = 2%	HP1b chromo inh = 1%	Pin1 inh = 21%
structure: CC(C)c1nnc(NC(=O)CCC(=O)N2CCN(C3CCCCC3)CC2)s1
  PI4K2A inh = 0	rTrxR1 inhibitor = -23%	mIDH1 inhibitor = 1%	Tb PGK inh = -5%	USP1 inh = 4%	TrxR1 substrate = -4%	GLS inh = 7%	HP1b chromo inh = 31%	Pin1 inh = -6%
